West Nile antiviral – inhibition of WNV-induced cytopathic effect – cell-based, CPE readout (AID 1621); West Nile virus-infected cells, CPE inhibition; higher % means a stronger effect; one-dose CPE inhibition, % at 10 µM; IC50 in µM for titrated hits; actives 0.02% (n = 290,000); in the data active = a potency from the dose series; inconclusive = CPE inhibition mostly from about 3.7% at the one dose, without a potency; inactive = the rest, 99 in 100 with CPE inhibition below about 2.2%; note: strong numbers were not always called active
NS5 inhibitors – flavivirus cap methylation enzyme inhibition – biochemical, confirmation dose response, primary screen (AID 588689) | Dengue-2 NS5 methyltransferase capping enzyme assay, biochemical; higher % means a stronger effect | inhibition, % at 25 µM; hits with a dose series show IC50 in µM | actives 0.3% (n = 340,000); in the data active = a potency from the dose series; inconclusive = inhibition above about 29% without an active follow-up result
PhoP inhibition – PhoP-dependent GFP reporter repression – Salmonella Typhimurium, primary screen (AID 1863); inhibition, % at 50 µM, or IC50 in µM where a hit was titrated; actives 0.16% (n = 300,000); S. Typhimurium PhoP-regulated promoter GFP reporter, 4 h; higher % means a stronger effect;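 active = inhibition over 29.93%, a cutoff 3 SD above the screen mean, later confirmed by dose response; inconclusive = inhibition over 29.93% but no dose response follow-up; inactive = inhibition at most 29.93% or unconfirmed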;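 note: 0% = low Mg2+ inducing control and 100% = high Mg2+ repressing control; strong numbers were not always called active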
SV40 large T antigen – TAg ATPase/helicase activity blockers – biochemical (AID 1903) | actives 0.39% (n = 310,000) | inhibition, % at 20 µM, or IC50 in µM where a hit was titrated | SV40 large T antigen ATPase/helicase inhibition assay; higher % means a stronger effect; in the data active = a potency from the dose series; inconclusive = inhibition mostly from about 32% at the one dose, without a potency; inactive = the rest, 99 in 100 with inhibition below about 32%; note: strong numbers were not always called active
LYP phosphatase – inhibitors of LYP phosphatase, biochemical, fluorescence intensity, uHTS (AID 1779); inhibition, % at 11.5 µM, or IC50 in µM where a hit was titrated; actives 0.054% (n = 290,000); recombinant LYP phosphatase, fluorescence intensity; higher % means a stronger effect; in the data active = inhibition above about 50%;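 note: plate controls were vehicle with enzyme for no effect and no enzyme for full effect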
GPR35 antagonists – inhibition of zaprinast-stimulated GPR35 beta-arrestin translocation – imaging, U2OS, beta-arrestin-GFP, zaprinast agonist, primary screen (AID 2058) | U2OS GPR35 beta-arrestin-GFP translocation imaging, zaprinast antagonism; higher % means a stronger effect | actives 0.052% (n = 290,000) | one-dose inhibition, % at 10 µM; IC50 in µM for titrated hits;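 active = inhibition of at least 50% with at least 30 cells and total cytoplasm GFP at most 10,000,000; inconclusive = under 30 cells or total GFP of 10,000,000 plus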
RSV CPE inhibition – inhibition of RSV-induced cytopathic effect – HEp-2 cells, primary 10 µM value included (AID 2391) | HEp-2 cells, RSV-induced CPE inhibition; higher % means a stronger effect | actives 0.13% (n = 310,000) | CPE inhibition, % at 10 µM; hits with a dose series show IC50 in µM; in the data active = a potency from the dose series; inconclusive = CPE inhibition mostly from about 23% at the one dose, without a potency; inactive = the rest, 99 in 100 with CPE inhibition below about 21%; note: strong numbers were not always called active
ER stress rescue – rescue of cells from ER stress-induced death, primary screen, 384-well, CSM14.1, thapsigargin, ATP luminescence (AID 1222) | CSM14.1 thapsigargin-induced death rescue, ATP luminescence; higher % means a stronger effect | cellular ATP content (survival), % at 20 µM; hits with a dose series show EC50 in µM | 190,000 tested, under 10 active;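 active = EC50 below 50 µM in the dose-response confirmation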;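 note: death triggered by thapsigargin at about 15 µM added after 2 h compound pretreatment; cell ATP read after overnight thapsigargin exposure of roughly 18 to 22 hours; normalized against plate controls of thapsigargin alone and 5% DMSO vehicle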
Rac1 GTP hydrolysis – MgcRacGAP GTPase-activating activity inhibitors, confirmation, biochemical, ADP Hunter fluorescence. MgcRacGAP-stimulated Rac1 GTP hydrolysis, ADP Hunter fluorescence; higher % means a stronger effect; GST-tagged Rac1 F28L mutant substrate. actives 0.6% (n = 340,000). inhibition, % at 30 µM, or IC50 in µM where a hit was titrated;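 active = first-screen hits whose inhibition reached a set limit at any dose in the follow-up dose series; inconclusive = inhibition above the set first-screen limit but never retested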;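 note: fluorescence reports GDP produced by GAP-driven GTP hydrolysis; strong numbers were not always called active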
NS5 inhibitors pilot replicate – recorded beside NS5 inhibitors, whose call it bears; inhibition, %; measured here: pilot screen replicate inhibition
* marks the source's active call; other numbers are inactive results; ? = inconclusive; . = no result given.

SMILES | West Nile antiviral | NS5 inhibitors | PhoP inhibition | SV40 large T antigen | LYP phosphatase | GPR35 antagonists | RSV CPE inhibition | ER stress rescue | Rac1 GTP hydrolysis | others
COc1ccc(/C=C2/SC(=O)NC2=O)cc1 | 0.3% | . | -9% | 13% | 1% | -2% | 4.1% | -2.8% | 8%
COc1ccc(C)cc1NC(=O)c1ccc2c(=O)n3c(nc2c1)CCCCC3 | 0.3% | -2% | -4% | 5% | -9% | 11% | 6.0% | . | 5%
COc1ccc(-c2nsc3c(N4CCCCC4)ncnc23)cc1 | -0.7% | 10% | 3% | 4% | 0% | 3% | -0.3% | -7.7% | -8%
Cn1nccc1C(=O)N1CCCC(C(=O)c2cccc3ccccc23)C1 (centres undefined) | -1.5% | -11% | 8% | 3% | -6% | 11% | 2.4% | 1.0% | 9%
Cc1ccc2cc(CCNS(=O)(=O)c3ccc(Br)cc3)c(=O)[nH]c2c1C | -1.7% | -2% | 2% | 5% | -9% | -2% | 42% | . | 4%
COc1ccccc1CN1C(=O)c2ccncc2C1=O | -0.7% | -7% | -3% | 17% | -3% | 2% | 2.7% | 4.8% | 7%
O=C(NC1CC2CCC1C2)C1COc2ccccc2O1 (centres undefined) | 0.2% | -2% | -4% | 19% | -2% | 5% | 0.3% | . | 11%
CCOC(=O)c1cnc(-n2[nH]c(C)c(Cc3ccccc3)c2=O)[nH]c1=O | -0.4% | 0% | -7% | 24% | 0% | 5% | -0.5% | . | 12%
Cc1cccc(NC(=O)Cn2c(=O)n(Cc3ccco3)c(=N)c3c4c(sc32)COC(C)(C)C4)c1 | -0.2% | -4% | 7% | -4% | -3% | -8% | 1.4% | 1.3% | 9%
Cc1ccc(N2C(=O)N3[C@H](c4ccc(F)cc4)[C@@H]4C(=O)N(C5CCCCC5)C(=O)[C@@H]4[C@]3(Cc3ccccc3)C2=O)cc1 | -1.5% | -6% | -4% | 17% | -4% | -8% | 12% | . | 10%
O=C(Nc1ccccc1N1CCCC1)c1cccc(Cl)c1Cl | -0.7% | 12% | 7% | 6% | -5% | -7% | 6.8% | -1.0% | 8%
CCN1CCN(c2cc(N3CCc4ccccc4C3)c(F)cc2[N+](=O)[O-])CC1 | -0.4% | 2% | 12% | 3% | -3% | 2% | ? | 0.9% | 9%
C[C@H]1C[C@H]2[C@@H]3CCC4=CC(=O)C=C[C@]4(C)[C@@]3(Cl)[C@@H](O)C[C@]2(C)[C@@]1(O)C(=O)CO | 0.4% | -1% | 0% | 15% | -6% | 6% | -2.5% | -2.0% | 5%
CC(C)C1Cc2c(sc3c2c(=O)n(Cc2ccccc2)c2nncn32)CO1 (centres undefined) | -0.4% | -1% | 12% | -1% | -2% | -7% | 5.3% | -1.8% | 12%
CC(=O)Nc1nc(=S)n(-c2ccccc2)[nH]1 | 1.2% | -12% | 2% | 16% | -6% | -5% | -0.9% | 0.6% | 12% | NS5 inhibitors pilot replicate=3.0
CCOc1ccc(NC(=S)N2CCN(S(=O)(=O)c3ccc(OC)cc3)CC2)cc1 | 0.0% | -1% | -4% | 14% | 6% | -14% | 0.2% | . | 10%
O=C(CCCNC(=O)c1ccc(Cl)cc1)NCc1ccccc1F | -0.1% | -12% | 4% | 12% | -8% | -9% | 1.7% | . | 5%
O=C(NCN1CCOCC1)c1cnccn1 | 0.8% | -2% | -6% | 12% | -6% | 6% | 1.7% | . | 7%
Cc1cc(C)n(-c2ccc([N+](=O)[O-])cc2-c2nn[nH]n2)n1 | 0.3% | 0% | -8% | 5% | -1% | -2% | 3.0% | -5.0% | -7%
COc1cc(S(=O)(=O)Nc2ncccc2C)c(OC)cc1Cl | -0.1% | -6% | 2% | 1% | -9% | -6% | 1.9% | -2.8% | 5%

Next section (2 carried over from the part before).
SMILES | West Nile antiviral | NS5 inhibitors | PhoP inhibition | SV40 large T antigen | LYP phosphatase | GPR35 antagonists | RSV CPE inhibition | ER stress rescue | Rac1 GTP hydrolysis | others
Cc1cc(C)n(-c2ccc([N+](=O)[O-])cc2-c2nn[nH]n2)n1 | 0.3% | 0% | -8% | 5% | -1% | -2% | 3.0% | -5.0% | -7%
COc1cc(S(=O)(=O)Nc2ncccc2C)c(OC)cc1Cl | -0.1% | -6% | 2% | 1% | -9% | -6% | 1.9% | -2.8% | 5%
CC(=O)c1c(COC(=O)c2cccnc2)nc2ccccc2[n+]1[O-] | 0.6% | -7% | 15% | 25% | -6% | -4% | 0.8% | 0.1% | 3%
CCCCNC(=O)c1cn(C)c2ccc(S(=O)(=O)N3CC(C)CC(C)C3)cc2c1=O (centres undefined) | -0.6% | 3% | -8% | 8% | 0% | 6% | 5.3% | . | -12%
CC(C)(C)NC(=O)C(c1ccccn1)N(C(=O)c1csnn1)C1CCCC1 (centres undefined) | -0.2% | 2% | -5% | 26% | -8% | -3% | 0.1% | . | 1%
Cn1c(SCc2ccccc2)nnc1C1CCCNC1 (centres undefined) | 1.2% | -2% | -1% | 10% | -6% | -8% | 0.8% | 2.0% | 11%
CS(=O)(=O)N1N=C(c2cccs2)CC1c1ccccc1F (centres undefined) | -0.3% | -5% | 1% | 1% | -4% | 14% | -0.8% | 0.8% | 3%
O=S(=O)(c1cccc(-n2cnnn2)c1)N1CCOCC1 | 0.2% | -6% | -6% | 1% | -6% | 13% | -0.8% | -0.5% | 8%
CCN(CC)C(=O)Cn1cnc2sc(C(=O)N3CCN(c4ccc(OC)cc4)CC3)c(C)c2c1=O | -0.4% | 1% | 1% | 14% | -1% | -3% | 1.1% | -3.5% | 13%
COc1ccc(CN2CCN(CCCc3ccccc3)C(CCO)C2)c(O)c1 (centres undefined) | 0.1% | 2% | -6% | 3% | -10% | 6% | 0.9% | . | 3%
CNC(=O)CN1C(=O)COc2ccc(S(=O)(=O)N3CCCCCC3)cc21 | 0.1% | -2% | -7% | 14% | -6% | 3% | 2.0% | . | 9%
COc1ccc(NC(=O)C(CCCCNC(=O)OC(C)(C)C)NC(=O)OCc2ccccc2)cc1 (centres undefined) | 0.2% | 1% | 1% | 14% | 2% | 5% | 3.5% | -1.8% | 5%
CN(C(=O)CN(C)S(=O)(=O)c1ccc(F)cc1)c1c(N)n(Cc2ccccc2)c(=O)[nH]c1=O | . | -4% | -5% | 10% | . | . | -1.9% | . | -3%
CCN(CC)C(=O)c1sc2nc(-c3ccccc3)ccc2c1N | -0.4% | -4% | -10% | 2% | 0% | -15% | 5.6% | -0.8% | 14%
COc1ccc(N2CC(C(=O)NCc3cccnc3)CC2=O)cc1 (centres undefined) | 0.6% | -3% | 14% | -3% | -8% | 15% | 0.1% | 2.7% | 12%
COc1ccc(NC(=O)CN(C)S(=O)(=O)c2ccc(Cl)cc2)c([N+](=O)[O-])c1 | 0.0% | -1% | 7% | -2% | -2% | 16% | 1.1% | 1.5% | 4%
CC12CCC(=O)N1c1c(sc3nc(N4CCOCC4)c4c(c13)CCCC4)C(=O)N2 (centres undefined) | 0.5% | 11% | -3% | 20% | -6% | -2% | 5.8% | -3.5% | 14%
Cc1ccc(S(=O)(=O)n2ccc(-c3ccc(OCc4c(F)cccc4Cl)cc3)n2)cc1 | -0.6% | -4% | 1% | . | 1% | -6% | 0.1% | 1.1% | 9%
CC(=O)c1ccc(OCCCC(=O)Nc2ccc(C)c(S(=O)(=O)N(C)C)c2)cc1 | -1.4% | -8% | 4% | 11% | -12% | 3% | 0.0% | -0.9% | -6%
CN1CCN(C(=O)c2ccccc2NC(=O)c2cccs2)CC1 | 0.0% | -6% | 9% | 2% | -5% | 6% | 1.2% | 0.5% | -1%
CCCC(=O)Nc1nc2c(c(=O)[nH]1)CCCC2 | -0.2% | -6% | -1% | 5% | -8% | 3% | 2.7% | 0.7% | 6%
O=C(COC(=O)c1cnccn1)c1ccc2ccccc2c1 | -0.2% | -6% | 10% | 2% | -3% | 28% | 1.8% | -1.2% | 14%
C=C(C)CNC(=S)Nc1ccc(S(=O)(=O)Nc2cnc3ccccc3n2)cc1 | ? | 2% | -3% | 13% | -4% | 0% | -0.7% | . | 5%
COc1ccc(-n2nc(C(=O)NCC(=O)N3CCN(c4ccccn4)CC3)c3ccccc3c2=O)cc1 | 0.6% | 1% | 13% | 2% | -7% | 5% | -0.4% | -4.3% | 0% | NS5 inhibitors pilot replicate=0.1
Cc1cc(-n2[nH]c(C)c(C)c2=O)nc(-c2ccccc2O)n1 | -0.3% | 5% | -4% | -2% | -8% | -11% | 4.4% | . | 12%
CCCCSc1nc2c(cnn2-c2ccc(F)cc2)c(=O)[nH]1 | -0.1% | -2% | -4% | 14% | -5% | 5% | 3.6% | -1.4% | 0%
CCN(CC)S(=O)(=O)c1cccc(C(=O)N/N=C/c2cccc(O)c2O)c1 | -1.0% | -1% | 15% | 13% | 7% | 5% | 5.4% | -2.8% | 15%
COc1ccc(CNC(=O)CCCC2=NS(=O)(=O)c3ccccc3N2)cc1 | 0.2% | 29% | -3% | 16% | -13% | -4% | 3.0% | . | 1%
CCOc1ccccc1CNC(=O)CN1C(=O)CSc2ccc(S(=O)(=O)N3CCOCC3)cc21 | -0.1% | -13% | -4% | 4% | -6% | -6% | 2.0% | . | 10%
O=C(NCc1cccs1)C1CCCN(C(=O)Nc2ccc(F)cc2)C1 (centres undefined) | -1.0% | 1% | -6% | 5% | -6% | 4% | 1.9% | . | 5%
Cc1ccccc1NC(=O)c1cccc(OCc2c(C)noc2C)c1 | -0.3% | -4% | -18% | 7% | -6% | 13% | 17% | -1.5% | 7%
CCC(c1nnc(SCC(=O)Nc2cccc(S(N)(=O)=O)c2)n1-c1ccc(OC)cc1)N(C)C (centres undefined) | -0.2% | -12% | -2% | 6% | -8% | 1% | 1.4% | . | 4%
CCOC(=O)CSc1nnc(-c2ccccc2)c(=O)[nH]1 | -0.5% | 2% | -9% | 7% | -1% | -5% | 1.6% | -2.9% | 8%
COc1cccc(N2C(=O)C3C(C2=O)C2C=CC3C23CC3)c1 (centres undefined) | -0.4% | -7% | 0% | 6% | -7% | -2% | 0.1% | -0.9% | 8%
COc1cccc(OCc2nc3ccccc3c(=O)n2N)c1 | -0.8% | -5% | 12% | 0% | -3% | 4% | 2.1% | -3.7% | 13%
CC(C)(C)C1=CC(O)(c2ccccc2)C=C(C(C)(C)C)C1=O | -0.6% | -4% | -3% | 7% | 2% | 24% | 2.3% | . | 5%

Screens from PubChem BioAssay.
